ADAM10 inh: inhibits human ADAM10. 0.62% of 370,000 active. inhibition, % at 7 µM. recombinant ADAM10, EDANS/DABCYL FRET peptide cleavage, 3 h;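 active means inhibition above a per-campaign cutoff equal to the mean of compounds falling between control-based bounds plus 3 SD, cut at about 20% in these data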;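 further: 0% = DMSO wells while the 100% control is not disclosed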
FXN GAA850 act: frataxin GAA850 promoter activation | activation, % at 6 µM | HEK293 lucGAA850 FXN promoter luciferase reporter, 24 h; percent of 10 µM SAHA response | AID 540364 | 0.56% of 360,000 active;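 active means activation above the average of all compounds screened plus 3 SD, cutoff fixed separately per campaign, cut at about 7.5% in these data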;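 further: 0% = DMSO wells and 100% = 10 µM SAHA wells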
ssDAF-12 act: activators of S. stercoralis DAF-12 nuclear receptor; HEK293 ssDAF-12/GRIP1 lit1-tk-luc reporter, luminescence; % of 3 µM dafachronic acid response; activation, % at 6.8 µM; 1% of 370,000 active;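 active means activation above the mean over all tested compounds plus 3 SD, cut at about 0.9% in these data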;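 further: 0% = DMSO-only wells and 100% = 3 µM delta7-dafachronic acid wells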
hcDAF-12 act: H. contortus DAF-12 activation, primary screen. HEK293 hcDAF-12 lit1-tk-luc reporter, luminescence; 0% DMSO, 100% Δ7-dafachronic acid. activation, % at 6.8 µM. 1.4% of 370,000 active. AID 652067;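 active means activation above the mean of all tested compounds plus 3 SD, cut at about 5.5% in these data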;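 further: 100% = response to 3 µM Δ7-dafachronic acid high control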
sPLA2-III inh: Blocks human group III sPLA2 activity; QFRET BODIPY PC-A2 liposome hydrolysis, fluorescence; 0.56% of 370,000 active; AID 743126; inhibition, % at 12.2 µM;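 active means inhibition above mean plus 3 SD of compounds lying within the high and low control bounds, cut at about 19% in these data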;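 further: 0% = median of test compound wells and 100% = no enzyme DMSO wells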
DAX1 inh-1: DAX1 (NR0B1) inhibition, primary screen; AID 652010; 1.1% of 370,000 active; HEK293T StAR-luciferase reporter, SF-1/DAX-1 repression relief; inhibition, % at 6.8 µM;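 active means inhibition above the mean over all tested compounds plus 3 SD, cut at about 3.6% in these data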;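 further: 0% = DAX-1 cells with DMSO and 100% = cells lacking DAX-1 with DMSO; higher inhibition means more luminescence from relief of DAX-1 repression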
PLC-beta3 inh: blocks human PLC-beta3 enzyme activity; Q01970; Purified PLC-beta3, fluorogenic substrate, fluorescence; inhibition, % at 12.2 µM; 0.18% of 370,000 active; AID 720704; in the data active means inhibition above about 11%;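 further: 0% = median of compound wells on plate and 100% = full blocker control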
Target sequence (Q01970 whole entry, looked up): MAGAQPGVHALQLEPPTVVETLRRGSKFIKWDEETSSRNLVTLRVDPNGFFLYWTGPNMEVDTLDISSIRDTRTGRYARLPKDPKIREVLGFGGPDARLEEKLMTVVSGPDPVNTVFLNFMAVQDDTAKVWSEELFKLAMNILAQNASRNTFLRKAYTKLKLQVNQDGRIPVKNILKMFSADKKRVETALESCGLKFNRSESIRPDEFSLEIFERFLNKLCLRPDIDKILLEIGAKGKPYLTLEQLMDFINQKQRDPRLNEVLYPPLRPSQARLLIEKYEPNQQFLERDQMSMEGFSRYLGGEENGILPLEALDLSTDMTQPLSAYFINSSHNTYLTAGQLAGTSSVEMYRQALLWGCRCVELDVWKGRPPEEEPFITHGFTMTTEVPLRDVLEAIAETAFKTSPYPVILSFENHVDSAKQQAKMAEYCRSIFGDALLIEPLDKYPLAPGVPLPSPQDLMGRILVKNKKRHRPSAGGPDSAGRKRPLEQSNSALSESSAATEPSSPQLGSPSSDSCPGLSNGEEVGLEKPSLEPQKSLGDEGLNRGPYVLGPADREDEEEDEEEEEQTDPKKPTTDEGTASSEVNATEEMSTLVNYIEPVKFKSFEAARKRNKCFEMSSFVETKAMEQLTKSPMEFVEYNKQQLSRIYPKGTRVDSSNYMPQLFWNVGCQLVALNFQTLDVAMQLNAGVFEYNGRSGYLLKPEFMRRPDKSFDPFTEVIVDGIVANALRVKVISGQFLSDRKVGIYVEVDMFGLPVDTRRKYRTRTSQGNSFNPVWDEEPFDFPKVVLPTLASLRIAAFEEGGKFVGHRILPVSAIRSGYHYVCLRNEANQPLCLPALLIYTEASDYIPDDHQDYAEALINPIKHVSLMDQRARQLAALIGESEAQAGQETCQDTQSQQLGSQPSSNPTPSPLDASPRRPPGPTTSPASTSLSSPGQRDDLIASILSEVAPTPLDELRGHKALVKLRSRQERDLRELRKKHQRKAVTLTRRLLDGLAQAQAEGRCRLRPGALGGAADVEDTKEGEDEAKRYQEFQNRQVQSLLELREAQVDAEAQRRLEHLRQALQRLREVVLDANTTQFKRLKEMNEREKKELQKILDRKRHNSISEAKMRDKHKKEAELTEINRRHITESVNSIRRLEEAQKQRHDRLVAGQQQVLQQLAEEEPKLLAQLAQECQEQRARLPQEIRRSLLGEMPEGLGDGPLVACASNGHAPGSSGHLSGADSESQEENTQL
PLCg1 inh: PLC-gamma1 (human) inhibition, primary screen | purified PLC-gamma1, fluorogenic substrate, fluorescence | inhibition, % at 12.2 µM | 0.84% of 370,000 active; in the data active means inhibition above about 9.5%
hgDAF-12 ag: hgDAF-12 agonism, primary luciferase screen; HEK293 GAL4-hgDAF12 UAS-luciferase reporter, agonist luminescence; normalized to butyrate control; activation, % at 6.8 µM; 1.8% of 370,000 active; AID 687014;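 active means activation above a cutoff set at the mean of all screened compounds plus 3 SD, cut at about 10% in these data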;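 further: 0% = DMSO wells and 100% = sodium butyrate wells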
DAX1 inh-2: inhibitors of human orphan nuclear receptor DAX1 (NR0B1). 0.99% of 340,000 active. AID 504766. inhibition, % at 6.75 µM. HEK293 Gal4-DAX1 luciferase reporter, luminescence;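 active means inhibition above the mean over all tested compounds plus 3 SD, cut at about 4.2% in these data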;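 further: 0% = DAX1-transfected cells with DMSO and 100% = empty-vector control cells with DMSO; inhibition shows as a rise in luminescence from relieved DAX1 repression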
ADAM17 inh: inhibits human ADAM17; P78536; recombinant ADAM17, EDANS/DABCYL FRET peptide cleavage; inhibition, % at 6.95 µM; 0.83% of 370,000 active; AID 720648;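 active means inhibition above the mean of compounds lying between control limits plus 3 SD, set per campaign, cut at about 8.5% in these data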;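 further: 0% = DMSO-only wells as the low control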
The depositor's hits bear a star; nt = no result given.

SMILES	ADAM10 inh	FXN GAA850 act	ssDAF-12 act	hcDAF-12 act	sPLA2-III inh	DAX1 inh-1	PLC-beta3 inh	PLCg1 inh	hgDAF-12 ag	DAX1 inh-2	ADAM17 inh
COC(=O)[C@@]1(Cc2ccc(F)cc2)[C@H]2c3cc(C(=O)N4CCCC4)n(Cc4ccc(S(C)(=O)=O)cc4)c3C[C@H]2CN1C(=O)c1ccccc1	4	nt	-1.2	1.4	-20	-0.9	-3	-6	-3.4	nt	7
O=C(NCCc1ccccc1)C1CCC(Cn2c(=O)c3ccccc3n(Cc3cccnc3)c2=O)CC1 (stereo unspecified)	6	3.0	0.2	3.1	3	-0.4	1	-3	4.4	0.7	1
CN1C(=O)C(c2nnc(Nc3cccc4ccccc34)s2)C2CC1(C)Oc1ccccc12 (stereo unspecified)	12	-2.9	-1.9	0.3	-6	-0.4	-12	-14	-4.4	1.5	2
COc1ccc(/C=N/NC(=O)CN(C)S(=O)(=O)c2ccc(NC(C)=O)cc2)cc1	3	-1.4	-1.5	1.8	0	-0.2	-4	4	0.1	-1.1	-2
NC(Cc1ccc(F)cc1)c1csc(Nc2cc(NCc3ccco3)ncn2)n1 (stereo unspecified)	-19	-1.2	-1.2	0.4	7	-0.4	-15	-8	0.1	nt	-3
Cc1ccc(/C=N/NC(=O)c2cc(C)oc2C)o1	-7	0.5	-1.4	0.1	-2	0.6	-3	1	2.6	-0.2	-2
Nc1c(C(=O)N2CCOCC2)cnn1Cc1ccccc1	0	nt	-1.4	0.6	7	0.5	1	0	-1.2	nt	-3
Cc1cc(C)cc(NC(=O)COc2coc(CN3CCN(c4ccccc4)CC3)cc2=O)c1	4	-0.6	-1.5	-1.6	-16	-2.3	2	1	-2.8	-1.4	6
CCCC1NC(=O)NC(C)=C1C(=O)OCC (stereo unspecified)	-4	0.3	-0.7	-0.3	2	-0.3	-3	0	-0.5	-0.1	-4
CCN(CC(=O)Nc1ccc(OC)cc1)C(=O)c1cc(S(=O)(=O)N(C)C)ccc1N1CCCC1	-8	2.4	-0.6	-2.1	-3	-1.2	-4	-1	-2.7	-0.2	-5
CCC(C)(C)n1nnnc1C(c1cc2ccc(C)cc2[nH]c1=O)N(Cc1cccnc1)Cc1ccco1 (stereo unspecified)	-7	-2.9	-1.7	-1.5	-15	-0.8	-17	-15	-3.2	0.5	-7
O=C(NCCOc1cccc(Oc2ccccc2)c1)c1cc(-n2cnnc2)ccc1Cl	1	0.5	-1.4	-1.1	-11	-1.1	-2	-1	-0.7	-1.0	-5
Cc1ccccc1OCc1nc2c3c(ncn2n1)-c1ccccc1CC31CCCC1	-8	0.0	-0.9	5.0	-5	-0.2	3	1	-2.0	0.3	-1
Cc1ccc(N(C(=O)CNC(=O)c2ccco2)C(C(=O)NC2CCCC2)c2ccncc2)c(C)c1 (stereo unspecified)	14	2.0	-0.1	-1.6	1	0.5	0	4	-0.7	-0.1	1
Cc1noc(NS(=O)(=O)c2ccc(NC(=O)CSc3nc4ccccc4s3)cc2)c1C	1	0.6	0.0	3.5	-37	0.5	0	0	3.1	-0.7	-3
O=c1[nH]c2c(s1)C=Nc1ccccc1N2	-85	2.7	0.0	6.2*	-35	2.8	-134	-89	8.4	0.8	-39
CC1(C(=O)Nc2ccc3c(c2)OCO3)Cc2c(-c3cccc(C(N)=O)c3)ccnc2O1 (stereo unspecified)	-6	-1.5	-0.6	0.1	-2	-4.1	2	8	5.3	nt	2
CCOC(=O)CCn1cc(F)c(=O)[nH]c1=O	-1	1.0	-1.7	2.7	-1	0.1	-4	-3	2.4	-0.5	-2
N#Cc1c(C#N)c(-c2ccccc2)n(-c2ccccc2)c1N	-56	6.2	-1.3	-2.7	-4	-2.1	-55	-45	-2.3	-1.2	-15
O=[N+]([O-])c1cccc2c(N3CCCC3)ccnc12	-7	-1.6	-1.6	-0.1	3	-6.4	-1	4	-6.3	-1.5	-4
N#Cc1ccc(CO/N=C/c2ccccc2)cc1	5	0.3	-0.6	1.4	7	0.2	9	8	7.5	0.7	3
COc1cccc(CNC(=O)c2ccc(NC(=O)C3CCCO3)cc2)c1 (stereo unspecified)	1	0.6	-1.1	-2.3	0	-1.0	4	1	0.5	-0.2	0
COc1ccc(/C=C(/CC(=O)NCc2ccc(Cl)cc2)c2nc3ccccc3s2)cc1	-5	2.4	-1.4	0.4	-19	-1.5	-12	-8	-0.8	2.2	-1
COc1ccccc1CN1C[C@@H]2C[C@@H](c3cccc(C)n3)N3CCC[C@@]23C1=O	-3	4.8	-1.1	1.6	1	-0.9	1	4	-1.0	2.6	-4
Cc1cccc(COC[C@H](CC(C)C)N2CCN(C(=O)c3ccc(C(F)(F)F)cc3)CCC2=O)c1	-1	nt	-1.4	-1.2	-10	-1.4	1	2	-1.3	nt	-3
COc1ccc(OCC(=O)NCc2n[nH]c(=O)c3ccccc23)cc1	-17	-0.5	-0.6	-0.3	10	1.6	-10	2	0.8	2.3	-2
Cc1ccccc1-n1c(SCC(=O)c2cc(C)n(C)c2C)nnc1-c1ccncc1	-7	-0.1	-1.5	-2.0	0	-0.8	-7	-4	-3.0	-1.6	-4
O=C(CN1C(=O)NC2NC(=O)NC21)N/N=C/c1ccccc1O (stereo unspecified)	-64	2.7	-0.9	-0.4	-3	0.2	-43	-36	1.9	1.1	-20
COC(=O)COc1ccc(C)cc1-n1nc2ccccc2n1	-5	1.4	-1.9	0.7	-1	0.5	-31	-21	-4.0	-0.4	-6
CCOC(CNC(=O)CCc1c(C)nc2ncnn2c1C)OCC	0	-0.3	-1.1	-1.1	0	-0.2	4	1	-2.6	0.8	-3
O=C(O)c1cccc(OCc2ccccc2Cl)c1	1	2.0	0.6	1.6	4	2.2	-9	-4	6.9	-0.3	4
Cc1ccc(CNC(=O)CSc2ccc(-c3cccs3)nn2)cc1	0	-2.8	-1.0	2.5	-5	-0.3	2	3	0.3	-0.2	0
Cc1ccc(N(C(=O)c2csnn2)C(C(=O)NC(C)(C)C)c2cccnc2)cc1C (stereo unspecified)	2	-0.3	-1.2	-0.6	-1	0.2	-2	5	1.7	0.9	2
Cc1ccc(NC(=O)CC(C)S(=O)(=O)c2ccc3c(c2)NC(=O)CO3)cc1C (stereo unspecified)	-5	-2.2	-1.0	1.0	-7	-1.3	3	-1	0.1	1.6	-1
COc1ccccc1-n1c(SCC(=O)NC2CCS(=O)(=O)C2)nc2cc([N+](=O)[O-])ccc21 (stereo unspecified)	10	3.4	-1.1	-2.5	-8	-0.1	2	2	-1.3	-1.1	1
COc1cc(OC)c2c(-c3cccc(-c4ccc(O)cc4)c3)cc(=O)oc2c1	18	-3.3	-0.5	-0.8	-20	-3.5	-4	-4	-2.9	-4.3	9
O=C(NC1CCCC1)C1c2ccccc2OCC(=O)N1Cc1cccnc1 (stereo unspecified)	-22	nt	-0.9	-1.9	11	-1.1	-3	3	0.1	nt	-3
COc1ccc(/C(N)=N/OC(=O)c2ccc(OC)c([N+](=O)[O-])c2)cc1OC	0	1.4	-1.9	0.4	0	-0.9	-4	-1	-4.0	0.6	-4
N#Cc1ccc(NC(=O)COC(=O)CSc2nnc(-c3ccc(Cl)cc3)o2)cc1	1	-0.1	-1.3	-1.8	-7	-0.4	3	-2	0.2	0.6	0
O=C(N[C@H](C(=O)N1CCC[C@H]1C(=O)NCCc1ccccc1Cl)c1ccccc1)c1ccc(Cl)c(Cl)c1	11	nt	-0.9	-2.3	-15	-0.3	2	2	-2.4	nt	7
O=C(Nc1ncc(Cc2ccccc2)s1)C1CCCO1 (stereo unspecified)	1	2.1	0.8	4.1	1	8.3*	3	4	13*	-0.2	0
COc1cccc(NC(=O)C2CCC(CNC(=O)[C@@H]3Cc4ccccc4CN3)CC2)c1 (stereo partly specified)	3	2.0	-0.9	-1.2	0	1.7	-4	0	2.8	1.8	6
COc1ccc(-n2cc(-c3ccccc3)c3c(NCCCN4CCOCC4)ncnc32)cc1	-3	-0.8	-2.3	-1.9	-13	-1.8	-5	-1	-2.9	-0.7	0
O=C(COc1cccc2cccnc12)N1CCc2ccccc2C1	-9	-0.2	-0.2	-0.7	4	-0.5	-33	-28	-1.4	0.6	-8
CCCc1nc2ccccc2n1C(C(=O)NC(C)(C)C)C1CC1 (stereo unspecified)	-3	nt	-0.4	-0.8	4	0.1	2	-1	4.8	nt	0
COc1ccc2c(c1)c(C(C)=O)c(C)n2C	-5	0.8	-1.8	-1.6	2	-0.5	-7	-1	-3.7	-0.5	-4
CC(C)c1cc(-c2cc(-c3ccc(Cl)cc3)on2)nc(NCC2CC2)n1	-2	-1.3	-0.9	-1.0	-3	-0.5	0	-1	-0.2	-0.6	-2
C#CCN1C=CC(=O)[C@@H](OC(=O)Nc2ccc(OC)cc2)[C@H]1c1ccccc1Br	-3	-2.2	-0.2	-0.1	-4	0.7	1	2	-1.4	-1.4	-2

In the list so far, four have a furan ring, fused or not:
SMILES	ADAM10 inh	FXN GAA850 act	ssDAF-12 act	hcDAF-12 act	sPLA2-III inh	DAX1 inh-1	PLC-beta3 inh	PLCg1 inh	hgDAF-12 ag	DAX1 inh-2	ADAM17 inh
NC(Cc1ccc(F)cc1)c1csc(Nc2cc(NCc3ccco3)ncn2)n1 (stereo unspecified)	-19	-1.2	-1.2	0.4	7	-0.4	-15	-8	0.1	nt	-3
Cc1ccc(/C=N/NC(=O)c2cc(C)oc2C)o1	-7	0.5	-1.4	0.1	-2	0.6	-3	1	2.6	-0.2	-2
CCC(C)(C)n1nnnc1C(c1cc2ccc(C)cc2[nH]c1=O)N(Cc1cccnc1)Cc1ccco1 (stereo unspecified)	-7	-2.9	-1.7	-1.5	-15	-0.8	-17	-15	-3.2	0.5	-7
Cc1ccc(N(C(=O)CNC(=O)c2ccco2)C(C(=O)NC2CCCC2)c2ccncc2)c(C)c1 (stereo unspecified)	14	2.0	-0.1	-1.6	1	0.5	0	4	-0.7	-0.1	1

New compounds follow
SMILES	ADAM10 inh	FXN GAA850 act	ssDAF-12 act	hcDAF-12 act	sPLA2-III inh	DAX1 inh-1	PLC-beta3 inh	PLCg1 inh	hgDAF-12 ag	DAX1 inh-2	ADAM17 inh
COc1cccc(=O)c2c(C)n(-c3ccc(C(=O)O)cc3)c(C)c12	-8	-1.0	-1.6	-1.1	-7	-0.1	-44	-24	-0.2	-0.7	-4
O=C(O)c1ccc(Cl)c(NCc2cccs2)c1	7	0.5	-1.3	-1.0	0	0.3	-8	-4	-2.7	1.3	0
Clc1ccccc1-c1cccc2nccn12	-174	3.0	-0.9	0.7	2	-0.1	-36	-33	-0.4	nt	-47
CC(C)C[C@H](NC(=O)c1nccs1)C(=O)N1CCC[C@H]1C(=O)NCc1ccccc1	-4	nt	-1.3	-1.6	0	-0.5	0	0	2.5	nt	-3
Cc1cccc2cc3c(nc12)-c1ccccc1C3=O	8	2.5	-0.1	7.2*	12	0.7	-2	3	1.9	1.0	1
c1ccc(COc2ccc(OCCCn3cncn3)cc2)cc1	6	-1.3	-0.2	4.7	-3	3.1	3	1	10	-0.8	-2
